# Screening results (PubChem BioAssay)
# IDE act – IDE (human) activation, cell-based | P14735 | HEK cells, FAbeta-B cleavage, fluorescence polarization; 0% vehicle, 100% cell-free pure enzyme wells | activation, % at 5.96 µM | actives 0.073% (n = 340,000) | AID 493087;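 active = activation above the mean of all tested compounds plus 3 SD, set per screening campaign, cut at about 17% in these data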
# IDE cell inh – inhibitors of human insulin-degrading enzyme in cells. P14735. HEK cells, FAbetaB cleavage, fluorescence polarization. inhibition, % at 5.59 µM. actives 0.41% (n = 320,000);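 active = percent inhibition above the average of all tested compounds plus 3 SD, set per screening campaign, cut at about 16% in these data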;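 also: IDE supplied by intact live HEK cells; FP after avidin binding of uncleaved biotin substrate so inhibition keeps polarization high; 0% = DMSO wells and 100% = 60 µM reference IDE inhibitor Ii1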
# PHOSPHO1 inh – blocks human PHOSPHO1 phosphatase activity | Q8TCT1 | AID 1565 | inhibition, % at 13.3 µM | recombinant PHOSPHO1, absorbance phosphatase assay | actives 1.1% (n = 290,000); in the data active = inhibition above about 60%
# IMP-1 inhibitor – blocks Pseudomonas aeruginosa IMP-1 metallo-beta-lactamase; purified IMP-1, nitrocefin hydrolysis, epi-absorbance fluorescence; inhibition, % at 5.6 µM; actives 0.45% (n = 290,000);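 active = inhibition above the mean plus 3 SD of all compounds in the same screening run, cut at about 4.5% in these data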;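 also: 0% = IMP-1 with DMSO and 100% = DMSO wells lacking enzyme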
#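 System: purified IMP-1; amount: IMP-1 0.2 nM before substrate addition; compound: single dose, 5.6 µM; times: 25 °C, 15 min preincubation, 25 min reaction; signal: Epi-absorbance via hydrolysed-nitrocefin quenching of white-plate fluorescence, 480/530 nm, EDTA stop; benchmarks: DMSO with and without IMP-1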
# VIM-2 inh – blocks Pseudomonas aeruginosa VIM-2 metallo-beta-lactamase; purified VIM-2, nitrocefin hydrolysis, epi-absorbance fluorescence; inhibition, % at 5.6 µM; actives 0.89% (n = 290,000);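 active = inhibition above the mean of all tested compounds plus 3 SD, cutoff set per screening run, cut at about 7.5% in these data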;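 also: red hydrolysis product quenches plate fluorescence so inhibitors raise well fluorescence; 0% = enzyme with DMSO and 100% = DMSO without enzyme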
# pCIP destab – lowers stability of the mouse p/CIP coactivator protein. decrease of EGFP signal, % at 10 µM. AID 1984. actives 0.01% (n = 290,000). F442A p/CIP-EGFP cells, EGFP fluorescence, 16 h;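 active = EGFP signal decrease of at least 30% at 10 µM or well 3 SD below plate mean, unless failing retest; inactive = the rest, including hits failing retest or dose response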; also: some compounds called inactive have numbers as strong as hits; many of its hits are not listed in these tables
# Target sequence (Q05BA5 1-1403): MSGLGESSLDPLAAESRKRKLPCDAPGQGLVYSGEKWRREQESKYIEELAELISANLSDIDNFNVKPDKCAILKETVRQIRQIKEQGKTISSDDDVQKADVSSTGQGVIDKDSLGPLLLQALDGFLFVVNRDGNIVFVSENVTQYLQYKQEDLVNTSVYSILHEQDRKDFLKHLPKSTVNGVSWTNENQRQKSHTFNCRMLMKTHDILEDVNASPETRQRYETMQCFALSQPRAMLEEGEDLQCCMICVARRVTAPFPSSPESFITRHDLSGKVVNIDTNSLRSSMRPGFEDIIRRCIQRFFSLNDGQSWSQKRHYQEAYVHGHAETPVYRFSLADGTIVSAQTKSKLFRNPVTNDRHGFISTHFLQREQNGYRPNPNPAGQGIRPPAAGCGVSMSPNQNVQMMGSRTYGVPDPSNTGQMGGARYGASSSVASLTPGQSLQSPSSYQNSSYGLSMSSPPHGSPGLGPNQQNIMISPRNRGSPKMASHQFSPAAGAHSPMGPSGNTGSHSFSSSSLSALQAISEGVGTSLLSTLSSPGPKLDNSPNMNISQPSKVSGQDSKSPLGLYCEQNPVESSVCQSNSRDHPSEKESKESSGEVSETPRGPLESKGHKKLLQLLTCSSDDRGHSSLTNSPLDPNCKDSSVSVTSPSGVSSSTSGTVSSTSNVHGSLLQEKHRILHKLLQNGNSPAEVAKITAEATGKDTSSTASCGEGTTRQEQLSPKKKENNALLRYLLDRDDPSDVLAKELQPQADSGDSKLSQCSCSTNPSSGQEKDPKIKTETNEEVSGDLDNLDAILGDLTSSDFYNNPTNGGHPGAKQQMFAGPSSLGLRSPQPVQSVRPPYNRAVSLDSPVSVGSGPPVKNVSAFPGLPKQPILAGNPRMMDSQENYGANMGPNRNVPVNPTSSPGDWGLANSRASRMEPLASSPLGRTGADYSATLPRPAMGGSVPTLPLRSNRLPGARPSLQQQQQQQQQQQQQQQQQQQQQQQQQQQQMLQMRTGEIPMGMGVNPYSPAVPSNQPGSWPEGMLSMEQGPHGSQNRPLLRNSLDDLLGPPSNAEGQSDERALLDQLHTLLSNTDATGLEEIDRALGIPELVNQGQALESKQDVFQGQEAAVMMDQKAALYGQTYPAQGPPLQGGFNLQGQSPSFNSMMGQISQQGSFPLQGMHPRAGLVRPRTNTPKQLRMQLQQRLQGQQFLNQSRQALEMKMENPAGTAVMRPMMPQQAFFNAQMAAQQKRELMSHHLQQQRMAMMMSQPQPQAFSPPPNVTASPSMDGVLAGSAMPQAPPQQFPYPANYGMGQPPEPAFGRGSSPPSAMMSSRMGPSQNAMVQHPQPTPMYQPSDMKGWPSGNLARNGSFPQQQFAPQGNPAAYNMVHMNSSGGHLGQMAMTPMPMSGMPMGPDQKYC
# M18AAP inhibitor – PfM18AAP enzyme inhibition | recombinant PfM18AAP, H-Glu-NHMec fluorogenic cleavage | inhibition, % at 7.35 µM | actives 1.2% (n = 290,000) | AID 1822;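 active = inhibition above the campaign mean inhibition over all tested compounds plus 3 SD, cut at about 28% in these data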;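 also: 0% = plate median of test compound wells and 100% = 2 mM ZnCl2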
# NALP1 inh – inhibitors of NALP1 inflammasome in yeast; inhibition, % at 10 µM; S. cerevisiae NALP1/ASC/caspase-1 growth, X-gal OD620, 72 h; AID 2071; actives 0.61% (n = 280,000); in the data active = inhibition mostly above about 24%, no sharp cut-off; inactive = mostly below about 32%; also: some compounds called inactive have numbers as strong as hits
# GPR7 antagonist – antagonists of human GPR7 (neuropeptides B/W receptor 1); P48145; GPR7-expressing cells, fluorescence antagonist assay; inhibition, % at 4.4 µM; actives 1.1% (n = 290,000); AID 1861; in the data active = inhibition above about 16%, passing the limit was not always enough;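 also: cells stimulated with the agonist NPW; 0% = agonist with vehicle and 100% = vehicle without agonist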
# * = called active by the depositor; · = no result given. The order is random. About 5.3% of those tested had a hit in this group.
SMILES,IDE act,IDE cell inh,PHOSPHO1 inh,IMP-1 inhibitor,VIM-2 inh,pCIP destab,M18AAP inhibitor,NALP1 inh,GPR7 antagonist
CC(=O)Nc1ccc(S(=O)(=O)NCC(=O)OCC(=O)N2CCCc3ccccc32)cc1,-3,8,16,-3.2,-0.7,1,-9,11,-11
CC(=O)Nc1ccc(C2=NN(Cc3nnc(-c4ccccc4)o3)C(=O)SC2)cc1,-3,-3,-15,-1.3,-4.0,0,4,7,-1
COc1ccccc1NS(=O)(=O)c1ccc(NC(=O)CCNC(=O)c2ccco2)cc1,6,1,24,-3.6,-2.6,-3,1,12,-2
Cc1onc(-c2c(Cl)cccc2Cl)c1/C(N)=N/OC(=O)C(C)(C)C,3,2,-14,-2.1,-1.8,-14,0,-5,-26
Cc1ccccc1CNCc1ccc2c(c1)OCO2,-1,·,-8,-2.0,-2.8,8,2,8,5
COc1nc(OC)nc(Oc2ccc([N+](=O)[O-])cc2Cl)n1,-1,3,-17,-2.1,-2.1,-2,0,6,3
Cc1n[nH]c(C)c1CN(C)C(=O)C1CCC(=O)N(CC2CCCCC2)C1 (configuration not stated),4,0,45,-1.7,0.2,-7,-9,18,-9
CCOC(=O)c1cc(C#N)c(SCC(=O)Nc2ccc(C(C)=O)cc2)[nH]c1=O,2,1,24,-3.2,-2.1,-6,6,-12,-9
Cc1nn(C)c(C)c1S(=O)(=O)N1CCC(C(=O)NC(C)c2ccccc2)CC1 (configuration not stated),3,2,-6,-2.9,0.2,11,-2,12,9
Cc1cccc(C)c1NC(=O)CNC(=O)c1cncc(Br)c1,-3,-6,19,-0.7,0.6,-5,-2,5,-14
CNC(=O)CSc1nc(-c2ccccc2)c(-c2ccccc2)[nH]1,4,3,38,-8.5,-2.2,-8,3,0,-12
O=C(c1ccc(=O)oc1)N1CCN(C(c2ccccc2)c2ccccc2)CC1,3,-2,-17,-2.2,-2.2,9,7,12,-1
CCc1ccc(NC(=O)C/C(C)=N/NC(=O)COc2ccc(C)cc2Br)cc1,4,4,-18,-1.3,-0.1,12,10,-4,42*
O=S(=O)(NC1CCN(Cc2ccccc2)CC1)c1cccc2cccnc12,9,1,22,-1.4,-2.2,-2,-1,-16,2
Cc1ccc(S(=O)(=O)NCC2CCC(C(=O)NCc3ccco3)CC2)cc1 (configuration not stated),4,2,24,-3.2,0.0,-7,-3,-6,-7
COc1cc(/C=N/NC(=O)c2cccc(S(=O)(=O)N3CCCCC3)c2)cc(Br)c1O,5,-1,27,-2.5,-3.4,-13,7,-12,-1
O=C(c1cnn2c(C(F)F)cc(-c3ccccc3)nc12)N1CCc2ccccc2C1,-6,2,45,-4.2,2.6,-12,-1,22,-6
CCN(CC)c1ccc(C(=O)c2cnc(/N=C/N(C)C)s2)cc1,2,1,24,-3.3,-0.1,-3,-10,9,-10
COc1ccc(C(=O)NCc2nnc(SCC(=O)NC3CCCCC3)o2)cc1,6,1,22,-1.6,-0.4,5,-4,4,-14
COc1ccc(CN(C)C(=O)c2ccc(COc3ccccc3)cc2)c(OC)c1,3,-7,19,-1.4,0.8,-21,-8,12,1
Cc1cc(NC(=O)CSc2ccc(F)cc2)no1,3,6,6,-2.3,-0.5,-6,2,-18,-1
Cc1[nH]c2ccccc2c1/C=N/NC(=O)CNC(=O)c1ccco1,·,-1,16,-1.3,-2.8,16,3,-12,-3
Cc1ccc(-c2cnc(NC(=O)CCC(=O)N3CCCCC3)n2C)cc1,7,-7,45,-2.5,-2.1,-2,-4,25,-14
Cc1ccc(C(=O)Nc2ccccc2N2CCN(C(=O)C(C)C)CC2)cc1C,0,-1,-2,-3.4,-1.2,-8,-1,·,-9
C#CCN(C)CCCOc1ccc(Cl)cc1Cl,4,5,8,-4.0,-2.7,4,0,56*,3
CCCOC(=O)/C=C/c1c(C)[nH]c(=O)[nH]c1=O,1,2,-2,-4.0,-5.5,-3,-8,20,-14
CC(C(=O)Nc1ccccc1Sc1ccccc1)N(c1ccccc1)S(C)(=O)=O (configuration not stated),3,8,12,-2.1,-0.1,-2,0,1,-6
COc1ccc(C2CC(=O)Oc3c(C(CCN4CCCC(C)C4)c4ccc(N(C)C)cc4)c(OC)cc(OC)c32)cc1 (configuration not stated),5,5,8,·,·,-1,·,21,·
COc1cc(CO)ccc1OCC(=O)Nc1cccc2ccccc12,-1,3,20,-3.0,-2.4,-12,2,10,-1
O=C(c1ccc2ccccc2n1)N1CCN(c2ccccc2O)CC1,6,-2,24,-0.2,-1.5,2,19,7,13
O=C(c1ccco1)N1CCN(c2c(-c3ccccc3)c3cc(Cl)ccc3[nH]c2=O)CC1,3,2,-4,-4.9,-1.9,3,1,·,-15
CC(C)CC(=O)NC(=S)Nc1ccc(CN2CCOCC2)cc1,6,-3,7,-3.2,-1.6,-7,4,-4,0
CSc1cccc(NC(=O)Cn2cccc2)c1,1,3,36,-0.4,0.0,-7,-3,14,6
Cc1nn(CC(=O)N2CCN(c3cccc(C(F)(F)F)c3)CC2)c(=O)c2cccn12,0,12,12,-5.9,-4.1,-10,0,-2,3
Cc1c(NC(=O)c2n[nH]c(=O)c3ccccc23)c(=O)n(-c2ccccc2)n1C,3,3,15,-3.5,-3.2,-8,13,·,-10
CCN(CC)c1ccc(/C=N/NC(=O)c2ccoc2C)cc1,9,-1,-12,-4.1,-4.6,-2,-7,-2,2
O=C(Cc1cccs1)N/N=C/c1ccc(OCc2ccccc2)cc1,3,-1,2,-5.0,-1.9,4,-5,21,-6
CC(NC(=O)c1cc(F)c(F)cc1Cl)C1CC2CCC1C2 (configuration not stated),-3,-1,35,-0.7,-2.8,-15,-4,6,-11
O=C(CO)N/N=C/c1ccccc1F,4,-3,27,0.7,-2.9,-10,2,0,14
O=Cc1ccccc1OCc1nnsc1Cl,6,-6,8,-0.3,-1.1,-7,-1,1,2
Fc1ccc(Oc2cc(N3CCOCC3)nc(-c3ccccc3)n2)c(F)c1,2,-4,6,-1.9,-2.0,0,-3,27,-12
CCNC(=S)N(Cc1ccc(OC)cc1)C1CC(=O)N(c2ccc(OCC)cc2)C1=O (configuration not stated),2,3,1,-3.0,-1.4,-5,-1,·,7
O=C(NCCc1ccccc1)c1coc(=O)c(Br)c1,0,·,42,-0.7,-1.1,-10,-9,6,-7
CC(NC(=O)c1cc2c(=O)n(C)c3ccccc3c2n1C)c1ccc2c(c1)OCCO2 (configuration not stated),-1,2,·,-3.4,-2.2,·,-4,·,-7
CCCCOC(=O)Nc1ccc(C(C)C)cc1,2,1,6,-2.8,-1.7,-19,-1,-8,-10
COCCOC(=O)C1=C(C)OC(N)=C(C#N)C1c1ccco1 (configuration not stated),2,8,-16,-1.6,-0.3,12,-7,8,-4
Cc1sc2ncn(CC(=O)NCc3ccco3)c(=O)c2c1-c1ccccc1,1,-2,37,-1.5,0.2,-3,4,16,-20
O=C(N/N=C/c1cccnc1)c1cc(-c2ccccc2OCc2ccccc2)n[nH]1,-8,4,41,1.4,1.1,-6,11,24,10
NC(=O)c1coc(-c2ccccc2)n1,2,1,-26,-2.7,-2.4,-2,-18,4,2
COc1cccc(N(CC(=O)NC2CCCCCC2)S(=O)(=O)c2ccccc2)c1,5,0,-10,-2.3,-3.3,6,3,7,-3

# Next part.
SMILES,IDE act,IDE cell inh,PHOSPHO1 inh,IMP-1 inhibitor,VIM-2 inh,pCIP destab,M18AAP inhibitor,NALP1 inh,GPR7 antagonist
COc1ccc(NC(C)=O)cc1CNC(=O)COc1c(C)c(C)cc(C)c1C,6,3,-22,-0.9,0.8,-2,-8,20,7
Cc1noc(C)c1CSc1nc2ccccc2n1C,5,3,1,-2.1,-2.3,-4,-4,5,-9
O=C(Oc1nsnc1N1CCCCC1)N1CCOCC1,-1,6,0,-4.9,-1.7,12,0,12,-7
COc1cc(/C=C/C(=O)Nc2ccncc2)cc(OC)c1OC,-2,-4,10,-1.4,-0.7,-10,-11,29,-2
CCCCNC(=O)c1cc2cccc([N+](=O)[O-])c2[nH]1,2,5,4,-1.1,2.3,0,0,·,-2
Cc1cc(C)n(C(=O)CSc2ccc(Cl)cc2)n1,4,11,-3,-3.1,-1.3,-5,5,-1,-6
Cc1ccc(CNC(=O)C2CCC(=O)N2CCc2ccccc2)cc1 (configuration not stated),-3,3,-3,2.1,-1.7,11,2,12,-10
Cc1cccc(Nc2nc(N)nc(CN3CCN(Cc4ccc5c(c4)OCO5)CC3)n2)c1,3,-3,12,-4.4,-5.5,-6,12,18,1
Cc1cc(OCC(=O)NCCCN2CCOCC2)c2c(C)cc(=O)oc2c1,-1,-1,34,-1.1,3.3,1,0,9,-11
COc1ccc(/C(O)=C2/C(=O)C(=O)N(CCCC(=O)O)C2c2ccc(OC)c(OC)c2)cc1 (configuration not stated),4,-1,29,2.4,-1.6,-1,9,23,-12

# One compound at a time, from the list above. Screens in order: IDE act	IDE cell inh	PHOSPHO1 inh	IMP-1 inhibitor	VIM-2 inh	pCIP destab	M18AAP inhibitor	NALP1 inh	GPR7 antagonist
# Cc1nn(C)c(C)c1S(=O)(=O)N1CCC(C(=O)NC(C)c2ccccc2)CC1 (configuration not stated) is listed as 3	2	-6	-2.9	0.2	11	-2	12	9
# O=C(Oc1nsnc1N1CCCCC1)N1CCOCC1 is listed as -1	6	0	-4.9	-1.7	12	0	12	-7

# Further records:
SMILES,IDE act,IDE cell inh,PHOSPHO1 inh,IMP-1 inhibitor,VIM-2 inh,pCIP destab,M18AAP inhibitor,NALP1 inh,GPR7 antagonist
CN1CCN(c2ccccc2NC(=O)Cn2ncc3c([nH]c4ccccc43)c2=O)CC1,4,-10,32,-0.6,-1.6,-7,3,4,-3
CCCc1[nH]nc2c1C(CCc1ccccc1)C(C#N)=C(N)O2 (configuration not stated),-1,-1,-5,-1.6,1.6,3,0,-2,-5
Cn1cc(Cl)c(/C=C(\C#N)S(=O)(=O)c2ccccc2)n1,2,6,-1,-1.5,-0.9,-8,0,-10,-20
CCCn1nnc(NC(=O)c2ccc3ccccc3c2)n1,2,-4,0,-2.7,-1.8,4,0,8,-1
CCOC(=O)c1cnc2c(N=Nc3ccccc3)c(N)nn2c1N,8,3,15,-2.7,-1.1,-2,-7,4,18
O=C1NC(c2ccccc2)=C(c2ccc3ccccc3n2)C(c2ccccc2)N1 (configuration not stated),-4,2,0,-2.0,-4.9,0,2,33,-8
Cc1cccc(NC(=O)CCN2CCC(C)CC2)c1,3,3,8,-3.5,-0.9,-5,3,9,-11
COc1ccc(-n2nc(C(=O)NCC(=O)NC3CCCC(C)C3C)c3ccccc3c2=O)c(OC)c1 (configuration not stated),2,-4,40,-1.1,-1.5,-4,7,19,11
O=S1(=O)CCOCCCN1Cc1ccccc1Br,-6,4,-7,-2.2,-1.4,-6,4,8,3
COc1ccccc1/C=C1\Cc2ccccc2C1=O,3,·,38,-2.0,0.1,-3,7,14,2
CCCC(=O)NC(c1ccccc1)c1c(O)ccc2ccccc12 (configuration not stated),5,-2,30,-1.6,-2.0,-8,1,6,-10
CC(=O)c1c(N2CCC(C(N)=O)CC2)nc(=S)n(-c2ccccc2)c1C,11,0,30,-3.0,-1.9,-8,4,5,-16
Cn1nc(C(=O)Nc2ccc3c(c2)OCCO3)cc1C(=O)O,-1,9,41,-0.5,-1.7,-4,-2,3,-11
CC(C)N1CCN(Cc2cccc(-n3cccn3)c2)CC1CCO (configuration not stated),-1,-2,28,-3.4,-5.8,4,1,2,-6
O=C(CSC1=NNC(c2ccccn2)S1)Nc1ccc(C(F)(F)F)cc1 (configuration not stated),-21,9,3,-2.1,-3.9,-20,12,·,-7
